Assay outcomes deposited in PubChem by MTDP.
RNase H inhibition = RNase H inhibition, HIV 1 Gag Pol polyprotein, FRET biochemical assay, screening (AID 372); one-dose inhibition, % at 10 µM; IC50 in µM for titrated hits; actives 0.77% (n = 100,000); HIV-1 RT RNase H, FRET RNA/DNA substrate fluorescence; higher % means a stronger effect; in the data active = inhibition above about 50%
* = called active by the depositor.

structure,RNase H inhibition
Cc1ccc(NC(=O)CCN2C(=O)c3cccc4cccc(c34)C2=O)cc1,11%
O=C1CC(Nc2ccc(F)cc2)C(=O)N1c1ccc(N2CCOCC2)cc1 (centres undefined),5%
CC1=C(C(=O)OCC2CCCO2)C(c2cccc([N+](=O)[O-])c2)NC(=O)N1 (centres undefined),8%
Cc1cc(C(=O)OCC(=O)c2ccc(Br)cc2)c2cccc(C)c2n1,3%
CN1CCN(Cc2c(O)ccc3c(=O)c(-c4ccc(Cl)cc4Cl)coc23)CC1,0%
Brc1ccc(CN2CCC(N3CCCCC3)CC2)cc1,7%
Cc1ccc(S(=O)(=O)NC(=O)Nc2ccccc2C(F)(F)F)cc1,9%
CCC(=O)Nc1sc(C)c(C)c1C(N)=O,6%

Following part:
structure,RNase H inhibition
COC(=O)COc1ccc2c(=O)c(-c3ccccc3Cl)coc2c1,11%
CCOc1ccc(OCCCOc2cccc(Br)c2)cc1,23%
COc1ccc(C2NC(=O)NC(C)=C2C(=O)OC2CCCC2)cc1Br (centres undefined),17%
COC(=O)C1=C(C)NC(=O)CC1c1ccccc1I (centres undefined),0%
CCCCCOC(=O)CCN1C(=O)/C(=C/c2ccccc2)SC1=S,17%
CCCCOc1ccc(C(=O)N/N=C/c2cccc(Oc3ccccc3)c2)cc1,4%
CCN(CC)C(=O)COc1ccc(-c2ccccc2)cc1,6%
Cc1c(C(=O)Nc2ccc(Br)cc2)cccc1[N+](=O)[O-],0%

Continuation:
structure,RNase H inhibition
O=C(/C=C/c1ccc(Cl)cc1Cl)Nc1ccc(C(=O)Nc2ccccc2)cc1,15%
CC(=O)Nc1ncn(C(C)=O)n1,3%
COc1ccc(-c2csc(NC3OC(=O)c4c3ccc(OC)c4OC)n2)cc1 (centres undefined),20%
COc1ccc(-n2nc3cc(C)c(N)cc3n2)cc1,22%
CC(C)NC(=O)C12CC3CC(CC(C3)C1)C2,11%
COCCCNC(=O)/C(C#N)=C/c1ccc(-c2ccc(Cl)c([N+](=O)[O-])c2)o1,11%
CCOC(=O)C1C(=O)CC(C)(O)C(C(=O)OCC)C1c1cccc(F)c1 (centres undefined),23%
Cc1cc(C)c(C(=O)Nc2cc(C(=O)Nc3cccc(Cl)c3)ccc2Cl)c(C)c1,11%

Later entries.
structure,RNase H inhibition
O=C(O)CC1NC(=S)N(c2ccccc2)C1=O (centres undefined),7%
Cc1cc(=O)[nH]c(N/N=C/c2cc([N+](=O)[O-])ccc2O)n1,5%
N/C(=N\OC(=O)c1cccc(Br)c1)c1cccc([N+](=O)[O-])c1,7%
COc1ccc(C(=O)Nc2cc([N+](=O)[O-])ccc2OC)c(OC)c1,9%
CC(C)Nc1nc(/C=C/c2ccccc2)nc2ccccc12,29%
Cc1ccc(S(=O)(=O)Oc2cccc(/C=C3\SC(N)=NC3=O)c2)cc1,15%
CCNC(=S)NCCc1ccc(S(N)(=O)=O)cc1,0%
CCN1CCN(CC(=O)N/N=C/c2cccc(C)c2)CC1,27%

Other results.
structure,RNase H inhibition
CN1CCN(C(=O)/C(=C/c2ccccc2Cl)NC(=O)c2ccccc2)CC1,16%
Cc1ccc(N=Cc2ccccc2[N+](=O)[O-])cc1C,0%
Cc1ccc(NC(=O)c2cc3ccccc3o2)cc1,4%
OC(COc1ccc2c(c1)OCO2)CN1CCN(c2ccccc2F)CC1 (centres undefined),7%
COC(=O)c1cc(Cl)c(NC(=O)COc2cc(C)ccc2C(C)C)cc1OC,2%
COc1cccc(Nc2nc3ccccc3nc2NS(=O)(=O)c2cccs2)c1,8%
CC(C)Oc1ccccc1/C=N/NC(=O)C(=O)N/N=C/c1ccccc1OC(C)C,4%
CCOc1cc(C=C2C(=O)NC(=O)NC2=O)cc(I)c1OCc1ccccc1,30%

More entries
structure,RNase H inhibition
Cc1ccc(-c2cc(C(=O)O)c3cc(C)ccc3n2)cc1,8%
CCOC(=O)c1c(Nc2ccccc2)sc(C=NCCc2ccccc2)c1O,11%
CCOC(=O)c1c(C)oc2ccc(OCC(N)=O)cc12,1%
CCOc1ccccc1OCCOc1ccc(C=O)cc1,19%
O=C(COc1cccc2ccccc12)Nc1ccc2c(c1)OCCO2,5%
CN(C)c1ccc(/C=C2\SC(N3CCCCCC3)=NC2=O)cc1,25%
Cc1c(Cl)cccc1NC(=O)C1CC(=O)N(c2ccc(F)cc2)C1 (centres undefined),0%
Cc1ccc(N=Cc2ccc3c(c2)OCO3)cc1C,18%

The list continues.
structure,RNase H inhibition
CCCCOC(=O)CCCN1C(=O)/C(=C/c2ccccc2)SC1=S,19%
Cc1cccc(CN2CCN(C(=O)c3ccc(F)cc3)CC2)c1,0%
CN(C)c1ccc(NS(=O)(=O)c2ccc(N3C(=O)CCC3=O)cc2)cc1,4%
COc1cc(C(=O)NCCc2ccccc2)c([N+](=O)[O-])cc1OC,10%
CCOC(=O)NC(=O)/C(C#N)=C\c1ccccc1,3%
CCOc1ccccc1NC(=O)c1c(NC(=O)Cc2ccc(OC)cc2)sc2c1CCCC2,18%
O=C(O)CSc1nnc(-c2ccc3c(c2)OCO3)n1-c1ccccc1,20%
O=c1c2ccc(Br)c3cccc(c32)c2nc3cccc4cccc(c43)n12,4%

Laid out differently: 4 of the compounds above.
CN(C)c1ccc(NS(=O)(=O)c2ccc(N3C(=O)CCC3=O)cc2)cc1
  RNase H inhibition: 4%
COc1cc(C(=O)NCCc2ccccc2)c([N+](=O)[O-])cc1OC
  RNase H inhibition: 10%
CCOC(=O)NC(=O)/C(C#N)=C\c1ccccc1
  RNase H inhibition: 3%
CCOc1ccccc1NC(=O)c1c(NC(=O)Cc2ccc(OC)cc2)sc2c1CCCC2
  RNase H inhibition: 18%

A few values from the list:
RNase H inhibition, CCCCOc1ccc(C(=O)N/N=C/c2cccc(Oc3ccccc3)c2)cc1 : 4%
RNase H inhibition, COc1ccc(C2NC(=O)NC(C)=C2C(=O)OC2CCCC2)cc1Br (centres undefined) : 17%

(listing goes on)
structure,RNase H inhibition
CC(=O)NC1=C(N(C)C)C(=O)c2ccccc2C1=O,9%
COc1ccccc1NC(=O)COc1c(C)cc(C)cc1Cl,3%
CC(=O)c1cccc(NC(=O)c2cc3nc4c(c(C(F)(F)F)n3n2)CCc2ccccc2-4)c1,13%
COc1ccc(OC)c(NC(=O)CN(c2cc(Cl)cc(Cl)c2)S(C)(=O)=O)c1,11%
COc1ccc(C=NN2CCN(C3c4ccccc4-c4ccccc43)CC2)c(OC)c1,15%
O=[N+]([O-])c1ccc2c(c1)ncn2-c1ccccc1,17%
CCOc1ccc(/C=C2\C(=O)C(C(=O)OC)=C(C)N2c2ccc(F)cc2)cc1,5%
Nc1nnc(CCc2ccccc2)s1,4%

Fetched by compound from above:
structure,RNase H inhibition
COc1ccccc1NC(=O)COc1c(C)cc(C)cc1Cl,3%
CCOc1ccc(/C=C2\C(=O)C(C(=O)OC)=C(C)N2c2ccc(F)cc2)cc1,5%

(further entries)
structure,RNase H inhibition
Cc1ccc(C(=O)C(C)OC(=O)CCN2C(=O)C3C4C=CC(C5CC45)C3C2=O)cc1 (centres undefined),4%
O=C(Nc1ccc2oc(-c3ccccc3F)nc2c1)c1ccc(Br)cc1,18%
N#C/C(=C\c1c(Cl)ccc(Cl)c1Cl)c1nc2ccccc2c(=O)[nH]1,12%
CCCCSCC(COC(C)C)OC(C)=O (centres undefined),0%
Cc1ccc(S(=O)(=O)NC(C)(C)CN2CCOCC2)cc1,0%
Cc1ccc(C)c(N2C(=N)S/C(=C\c3ccc([N+](=O)[O-])cc3)C2=O)c1,21%
CC(C)(C)c1cc(CN(Cc2cc(C(C)(C)C)c(O)c(C(C)(C)C)c2)C2CCCCC2)cc(C(C)(C)C)c1O,15%
O=C1CC(c2ccccc2F)c2ccc3ccccc3c2N1 (centres undefined),22%

(listing goes on)
structure,RNase H inhibition
CSc1nc2c(c(=O)n1CCc1ccccc1)C1(CCCCC1)Cc1ccccc1-2,0%
Cc1cc(C)nc(/N=C(/NC(=O)Nc2cccc(Cl)c2)Nc2ccccc2)n1,5%
Cc1c(Br)c([N+](=O)[O-])nn1CC(=O)N1CCc2ccccc2C1,4%
Oc1oc(-c2ccccc2)cc1N=Nc1ccccc1,5%
COc1ccc(-c2nc(-c3ccc(C)cc3)no2)cc1,7%
Cc1ccc(N2C(=O)c3ccc(-c4nc5ccccc5o4)cc3C2=O)cc1C,0%
CCSc1nc2ccccc2c(=O)n1C1CCCC1,32%
CC12c3ccccc3C(c3ccccc31)C1C(=O)N(CCO)C(=O)C12 (centres undefined),11%

(cont.)
structure,RNase H inhibition
O=C(Nc1cc([N+](=O)[O-])ccc1Cl)c1ccc(Br)cc1,33%
O=C(O)c1ccccc1-c1ccccc1C(=O)Nc1c[nH]c(=O)[nH]c1=O,0%
Cc1cc([N+](=O)[O-])ccc1N=Cc1cc(Br)ccc1O,15%
O=C1c2cccc3c(Br)ccc(c23)C(=O)N1OS(=O)(=O)c1ccccc1,4%
Cc1cc(OCC(=O)Nc2ccc(O)c(-c3nc4ccccc4s3)c2)ccc1Cl,21%
COc1ccccc1N1COc2ccc3ccccc3c2C1,5%
CCc1ccc(/C=C2\C(=O)NC(=S)N(c3ccccc3F)C2=O)cc1,9%
CC1CN(C(=O)c2c(Cl)cccc2Cl)CC(C)O1 (centres undefined),0%

(list continues)
structure,RNase H inhibition
COc1ccc(-n2nc3cc(C)c(NC(=S)NC(=O)c4ccc([N+](=O)[O-])cc4)cc3n2)cc1,15%
COc1ccc(C2CC(C(F)(F)F)n3ncc(C(=O)Nc4c(C)n(C)n(-c5ccccc5)c4=O)c3N2)cc1 (centres undefined),7%
CC1(c2ccccc2)OC(=O)C(C#N)C12CCCCC2 (centres undefined),16%
OC(CSc1nc2ccccc2[nH]1)c1ccc(Cl)cc1 (centres undefined),7%
CCOc1cc(OCC)cc(C(=O)Nc2ccccc2C(=O)OC)c1,6%
Cc1cc(C)c(S(=O)(=O)N2CCCCC2)c(C)c1[N+](=O)[O-],1%
CCCCN(CCCC)S(=O)(=O)c1ccc(Cl)cc1,22%
COc1ccccc1C1CC(c2ccc(F)cc2)=NN1c1ccccc1Cl (centres undefined),8%

Following part:
structure,RNase H inhibition
Ic1ccc2c3ccc(I)cc3c3nc4ccccc4nc3c2c1,0%
O=c1/c(=C/c2cc([N+](=O)[O-])ccc2OCc2ccccc2F)sc2nc3ccccc3n12,12%
Cc1ccc(C)c(NC(=O)/C=C/c2ccc(C)o2)c1,8%
CCCCOC(=O)c1ccc(N=Cc2ccc(OC)cc2)cc1,4%
CCOc1ccc(-n2c(O)c(C=NCC3(C)CC(O)CC(C)(C)C3)c(=O)[nH]c2=O)cc1 (centres undefined),15%
O=C(CCc1ccccc1)Nc1ccc(Cl)c(C(F)(F)F)c1,8%
Cc1ccccc1C(=O)Nc1ccc2nc(SCC(=O)Nc3ccc([N+](=O)[O-])cc3)sc2c1,18%
CCn1c(O)c(N=Nc2nc3ccccc3s2)c2ccccc21,15%

Two of the compounds above, as labelled records.
smiles: COC(=O)COc1ccc2c(=O)c(-c3ccccc3Cl)coc2c1
  RNase H inhibition = 11%

smiles: CCOc1ccc(OCCCOc2cccc(Br)c2)cc1
  RNase H inhibition = 23%

(list continues)
structure,RNase H inhibition
CCn1c2ccccc2c2cc(C=Nc3ccc(OC(F)(F)F)cc3)ccc21,15%
CSc1ccc(C2C(C#N)=C(N)Oc3cc(N)ccc32)cc1 (centres undefined),14%
CC(C)OP(C)(=O)CN1CCCC1=O (centres undefined),0%
COc1ccc(/C=C2/C(=N)N3N=C(c4ccccc4)SC3=NC2=O)cc1OC,6%
CCOC(=O)C1=C(C)N=c2s/c(=C\c3cccc(OCc4ccc(Cl)cc4Cl)c3)c(=O)n2C1c1ccc(Cl)cc1 (centres undefined),3%
O=C(NCCO)C(=O)NCc1ccccn1,6%
Cc1c(N=Cc2ccc(Br)o2)c(=O)n(-c2ccccc2)n1C,11%
O=C(/C=C/c1ccc2c(c1)OCO2)Nc1ccc2c(c1)OCO2,4%

Next part.
structure,RNase H inhibition
Cc1ccc(-c2csc(N3N=C(c4ccccc4)/C(=C\c4ccc(N(C)C)cc4)C3=O)n2)cc1,15%
Cc1ccc(S(=O)(=O)Oc2ccc(Br)cc2C=C2C(=O)NC(=O)NC2=O)cc1,13%
CC1(C)CC(=O)C2=C(C1)Nc1ccccc1NC2c1ccc(-c2ccccc2)cc1 (centres undefined),10%
CCc1ccccc1N1C(=O)/C(=C/c2ccc(N3CCCC3)o2)C(=O)NC1=S,8%
CO/N=C/c1ccc(OCc2c(C)c(C)c(Br)c(C)c2C)c(OC)c1,15%
Cc1cccc(Nc2nc(CC(=O)O)cs2)c1,4%
O=C(CN1C(=O)/C(=C/c2ccccc2Cl)SC1=S)NCCc1ccccc1,24%
CCC(C)OC(=O)C1=C(C)NC2=C(C(=O)CC(c3ccc(OC)cc3)C2)C1c1cc2c(cc1[N+](=O)[O-])OCO2 (centres undefined),16%

Further entries:
structure,RNase H inhibition
CCOc1ccc(-c2nc3sc4c(c3c(=O)[nH]2)CCCC4)cc1OCC,10%
O=C(Cc1ccc(Br)cc1)Nc1ccc(F)cc1,2%
O=C(CC1Nc2ccccc2NC1=O)Nc1cccc(C(F)(F)F)c1 (centres undefined),8%
COC(=O)c1cccc(NC(=O)/C(=C\c2ccco2)NC(=O)c2ccc(Br)o2)c1,15%
Cc1cccc(NC(=O)CN(c2ccc(Br)cc2)S(C)(=O)=O)c1,7%
CCOC(=O)c1sc(NC(=O)c2ccc(S(=O)(=O)N3CCOCC3)cc2)c(C(=O)OCC)c1C,2%
O=C(Nc1ccc(Cl)cc1)N(Cc1ccccc1)c1ccccc1,12%
CC(=Nc1ccc(Br)cc1)c1cc(Cl)ccc1O,18%

Some of the compounds tested. The share of hits here may be higher or lower than overall.
